# High-throughput results from PubChem BioAssay.
# PTPN22 inh 2 – inhibitors of human LYP (PTPN22) phosphatase | recombinant LYP catalytic domain, DiFMUP fluorescence | hit rate 0.21% among 96,000 | Q9Y2R2 | inhibition, % at 2 µM;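 active = inhibition at 2 µM at or above a set limit, the screen mean plus 3 SD, cut at about 24% in these data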;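 also: 0% = DMSO with enzyme and 100% = enzyme fully blocked by orthovanadate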
# CYP2C9 activ – CYP2C9 (human) activation; P11712; recombinant CYP2C9, luciferin-H conversion, luminescence; hits give high values; factor 1 = untreated enzyme, 0 = blocked; activation factor at 5 µM; hit rate 1.4% among 96,000; AID 1024;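 active = activation factor of 2 or more for CYP2C9 at a 5 µM dose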;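 also: 0 = sulfaphenazole-blocked wells and 1 = vehicle-only wells; values of inactives mirror those of a sister screen read the other way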
# Plk1 PBD FP – inhibitors of human Plk1 polo box domain binding; P53350; Plk1 PBD phosphopeptide binding, fluorescence polarization; inhibition, %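 (tested at about 20 µM)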; hit rate 0.13% among 97,000; AID 693; in the data active = inhibition above about 34%, passing the limit was not always enough
# EphB4 ephrin blk – antagonists of human EphB4-ephrin-B2 interaction. AID 720. P54760. EphB4 LBD / TNYL-RAW-Alexa532 peptide, fluorescence polarization. inhibition, % at 7 µM. hit rate 0.15% among 97,000;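 active = inhibition above the screen-wide mean inhibition plus 3 SD, cut at about 15% in these data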;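 also: 0% = DMSO wells and 100% = excess unlabeled TNYL-RAW peptide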
# Target sequence (P54760 whole entry, looked up, the tested form may be a part): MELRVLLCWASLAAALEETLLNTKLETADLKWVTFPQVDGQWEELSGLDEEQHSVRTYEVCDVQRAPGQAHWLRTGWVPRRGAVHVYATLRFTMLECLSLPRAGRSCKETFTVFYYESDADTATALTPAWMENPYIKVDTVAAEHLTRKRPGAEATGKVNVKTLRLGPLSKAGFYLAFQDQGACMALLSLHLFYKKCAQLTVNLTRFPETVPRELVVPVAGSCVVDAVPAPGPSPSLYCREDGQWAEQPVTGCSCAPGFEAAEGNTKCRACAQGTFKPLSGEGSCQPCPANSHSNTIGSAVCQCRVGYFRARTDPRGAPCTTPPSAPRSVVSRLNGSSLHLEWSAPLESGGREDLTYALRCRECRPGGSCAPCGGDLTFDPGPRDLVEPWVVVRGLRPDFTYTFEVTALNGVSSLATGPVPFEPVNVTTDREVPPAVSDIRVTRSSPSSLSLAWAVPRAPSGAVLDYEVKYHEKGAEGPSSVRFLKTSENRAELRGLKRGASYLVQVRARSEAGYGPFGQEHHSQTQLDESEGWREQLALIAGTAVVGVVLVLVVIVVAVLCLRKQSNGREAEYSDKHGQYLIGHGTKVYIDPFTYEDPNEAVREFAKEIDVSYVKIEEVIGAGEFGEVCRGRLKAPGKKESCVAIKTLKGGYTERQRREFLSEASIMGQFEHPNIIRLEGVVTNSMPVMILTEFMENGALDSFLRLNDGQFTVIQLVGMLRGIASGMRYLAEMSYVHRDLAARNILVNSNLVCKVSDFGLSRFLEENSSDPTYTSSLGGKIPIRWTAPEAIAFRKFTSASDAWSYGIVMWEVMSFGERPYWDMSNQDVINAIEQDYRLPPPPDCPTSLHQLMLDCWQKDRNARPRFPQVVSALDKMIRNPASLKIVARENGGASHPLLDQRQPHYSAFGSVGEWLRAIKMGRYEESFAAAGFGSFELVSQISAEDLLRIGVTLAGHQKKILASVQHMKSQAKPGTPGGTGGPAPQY
# HIV Rev-RRE inh – disrupts HIV-1 Rev binding to RRE RNA; P05866; Rev peptide-RRE RNA binding, FRET; inhibition, % at 8 µM; hit rate 0.79% among 97,000; AID 704;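 active = inhibition above the screen-wide mean plus 3 SD, cut at about 35% in these data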;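 also: 0% = median DMSO wells and 100% = median Neomycin B control wells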
# Target sequence (P05866 whole entry, looked up): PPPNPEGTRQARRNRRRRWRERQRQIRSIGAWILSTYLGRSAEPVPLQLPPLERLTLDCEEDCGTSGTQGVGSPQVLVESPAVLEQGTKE
#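 Test system – labelled RRE RNA duplex and labelled Rev peptide · Reagent – labelled Rev peptide · Doses – one concentration, 8 µM nominal · Incubation – 5 + 15 min at 25 °C · Signal – FRET fluorescence readout · Read-out basis – % inhibition of FRET ratio versus controls · Control set – DMSO wells as 0% and neomycin B wells as 100% inhibition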
# PLK1 inh – blocks human PLK1 kinase activity; P53350; recombinant PLK1 kinase, TR-FRET peptide phosphorylation; hit rate 0.53% among 97,000; inhibition, % at 10 µM;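 active = inhibition of 50% or more in the single-concentration screen; inactive = inhibition below 50%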;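 also: 0% = DMSO max control and 100% = H-89 dihydrochloride min control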
# CYP2C9 inh – inhibitors of human CYP2C9; P11712; CYP2C9 Supersomes, luciferin-H conversion, luminescence; inhibition, % at 5 µM; hit rate 20% among 96,000; AID 777;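 active = blocking of liver enzyme CYP2C9 beyond about 50% at 5 µM, limit read from the data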; also: values of inactives mirror those of a sister screen read the other way
# PTPN22 act – increases human PTPN22 phosphatase activity; recombinant LYP, DiFMUP fluorescence; 0 = plate median, 100 = signal doubled; activation, % at 2 µM; hit rate 0.11% among 96,000;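 active = activation at 2 µM above a set limit, the mean plus 5 SD, cut at about 37% in these data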
# Candida biofilm – kills Candida albicans biofilms | C. albicans biofilm + clotrimazole, Alamar Blue | inhibition, % at 6 µM | hit rate 0.14% among 85,000;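 active = inhibition above 20%; inactive = inhibition below 20%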;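 also: preformed 24 hr biofilms exposed to compound for 48 hr; 0% = biofilm without compound and 100% = blank killed by clotrimazole plus chlorhexidine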
# An asterisk follows results filed as active; / = not tested or not shown.
1: CC1=C(C(N)=O)C(c2ccccc2)n2nc(-c3cccc(C)c3)nc2N1 (stereo not drawn)
2: CCn1nc(NC(=O)c2ccco2)c2cc3ccccc3nc21
3: CC1CCCC(C(=O)O)N1C(=O)CCSSCCC(=O)N1C(C)CCCC1C(=O)O (stereo not drawn)
4: O=c1c(-c2ccc(Cl)cc2)coc2c(CN3CCOCC3)c(O)ccc12
5: COc1cc(Br)cc2cc(C(=O)N3CCCCC3C)c(=O)oc12 (stereo not drawn)
6: Brc1ccccc1-c1nnc(CSc2nncn2-c2ccccc2)o1
7: CS(=O)(=O)c1nc2ccccc2n1Cc1ccccc1
8: O=C(N1CCC(O)(c2cccnc2)CC1)C12CC3CC(CC(C3)C1)C2
9: O=C(CCN(CCO)Cc1ccccc1)Nc1ccc(Br)cc1
10: O=C(Cn1cnc([N+](=O)[O-])n1)NCc1ccccc1

Compound	1	2	3	4	5	6	7	8	9	10
PTPN22 inh 2	0.1	-2.4	-4.7	-9.0	11.0	-2.7	-10.6	10.7	5.5	6.2
CYP2C9 activ	1	0.6	1.1	0.7	0.9	2.4*	0.9	1.1	0.4	1
Plk1 PBD FP	-9.7	20.6	-17.7	-7.7	-10.1	-1.5	19.2	-21.1	-25.4	15.5
EphB4 ephrin blk	3.2	-1.2	-7.9	6.8	3.1	-6.9	-0.1	-1.3	1.8	0.1
HIV Rev-RRE inh	8.0	3.5	-1.8	6.6	-0.8	-0.7	2.0	7.2	2.7	8.3
PLK1 inh	-14.3	-5.0	-6.5	-3.9	-9.7	-0.2	-14.4	-22.0	-13.3	-4.3
CYP2C9 inh	-3.8	38.5	-13.6	31.8	8.3	-135.6	10.6	-9.7	63.4*	-3.8
PTPN22 act	-3.3	1.6	0.7	7.3	-7.5	1.6	6.8	-12.7	-4.3	-3.1
Candida biofilm	4.7	10.0	2.5	6.4	9.9	/	4.4	3.4	2.2	/

11: Cn1c(=O)[nH]c(=O)c2c1nc(NC1CCCCC1)n2Cc1ccccc1
12: COCn1c(COc2ccccc2)nc2ccccc21
13: COC(=O)c1nn(C23CC4CC(CC(C4)C2)C3)c2c1C(=O)N(c1ccc(Br)cc1)C2=O
14: COC(=O)c1coc(-c2ccc(OC)cc2)c1C(=O)OC
15: COc1ccc(C2N(S(=O)(=O)c3ccccc3)CCN2S(=O)(=O)c2ccc(C)cc2)cc1 (stereo not drawn)
16: COc1ccc(C)cc1NC(=O)C(=O)NCc1ccncc1
17: Cc1onc(-c2ccccc2)c1C(=O)N1CCCSC1=Nc1ccccc1
18: Cc1nn(C)c(C)c1/C=N/NC(=O)C(C)(C)Oc1ccc(Cl)cc1
19: COCCNC(=O)c1ccc(NS(=O)(=O)c2cc(C)ccc2C)cc1
20: COc1ccc(C(=O)Nn2c(C)ccc2C)cc1OC

Compound	11	12	13	14	15	16	17	18	19	20
PTPN22 inh 2	-5.2	4.4	13.1	3.1	-9.3	-4.1	2.8	5.0	-7.1	-3.3
CYP2C9 activ	0.7	0.6	0.8	0.8	0.4	0.2	0.4	0.7	0.8	1.1
Plk1 PBD FP	10.5	23.1	9.0	-23.6	5.8	-0.6	1.8	-19.2	-9.3	23.1
EphB4 ephrin blk	-8.9	-2.9	1.1	-5.9	0.5	-4.8	4.2	1.6	5.7	-0.3
HIV Rev-RRE inh	-0.2	4.1	10.2	2.7	20.3	0.3	9.4	3.0	3.4	2.4
PLK1 inh	-10.8	-6.3	-9.9	2.4	-3.1	-10.0	-5.2	-13.0	-12.6	-9.0
CYP2C9 inh	30.2	43.7	22.5	19.4	64.6*	77.9*	61.3*	31.9	22.8	-13.9
PTPN22 act	2.3	-4.8	-10.6	-0.5	11.8	8.0	-6.3	-5.4	5.8	3.7
Candida biofilm	2.2	11.2	/	6.5	9.1	/	-0.4	/	2.8	-0.5

21: Cc1cc(C)c2c(N)c(S(=O)c3ccc(C(C)(C)C)cc3)sc2n1 (stereo not drawn)
22: O=C(CSc1nc2ccccc2s1)NNC(=O)Nc1ccc(Cl)c(Cl)c1
23: COc1ccc(CNc2nc(SC)n[nH]2)cc1OC
24: CCC(Sc1nc(N)cc(N)n1)C(=O)O (stereo not drawn)
25: CC(/C=N/n1cnnc1)=C\c1ccccc1
26: C=CCSc1nnc(NC(=O)CSc2nnc(C)s2)s1
27: Cc1ccc(S(=O)(=O)NCCC(=O)Nc2nnc(C)s2)cc1
28: O=C(NC(NC(=S)Nc1ccc(Cl)c(Cl)c1)C(Cl)(Cl)Cl)c1ccco1 (stereo not drawn)
29: Cc1cccc(N2CCN(C(=O)Cn3c(=O)[nH]c4ccsc4c3=O)CC2C)c1 (stereo not drawn)
30: CCOC(=O)c1ccccc1NC(=O)c1c(O)c2ccccc2n(CC)c1=O

Compound	21	22	23	24	25	26	27	28	29	30
PTPN22 inh 2	10.3	7.7	3.5	-1.7	0.7	11.1	2.8	6.5	1.5	2.7
CYP2C9 activ	0.5	1	0.9	1.1	0.9	0.7	1.1	0	0.6	0.9
Plk1 PBD FP	6.0	12.8	24.9	-3.3	-8.5	10.5	-39.8	15.7	9.4	-7.8
EphB4 ephrin blk	0.5	-5.7	-2.7	-3.3	2.2	2.3	1.7	2.5	7.7	-6.4
HIV Rev-RRE inh	4.1	9.7	10.1	3.1	3.6	6.0	2.1	0.6	4.5	-8.2
PLK1 inh	-2.6	-11.2	-10.3	-4.4	-10.1	-12.7	-2.6	-15.0	-13.2	-29.6
CYP2C9 inh	47.4	1.3	5.5	-7.2	13.4	28.4	-14.0	99.7*	37.4	8.7
PTPN22 act	-5.3	-2.7	-4.0	0.4	-1.2	-7.6	-3.3	-4.9	-0.9	-6.1
Candida biofilm	/	/	-1.2	/	1.6	2.2	4.7	/	-1.0	10.1

31: O=C1c2oc3ccc(F)cc3c(=O)c2C(c2ccccc2)N1CC1CCCO1 (stereo not drawn)
32: CCOC(=O)C1CCN(C(=O)COc2ccc(Cl)cc2Cl)CC1
33: CCc1ccc(-c2nn(-c3ccccc3)cc2C2SCC(=O)N2Cc2ccco2)cc1 (stereo not drawn)
34: Cn1c(=O)c2cn(-c3ccc4c(c3)OCCO4)cc2n(C)c1=O
35: O=C(NC1CCCCC1)NC1CCN(S(=O)(=O)c2ccc3c(c2)OCCO3)CC1
36: COc1ccccc1CCNC(=O)c1cnccn1
37: O=C(NCCCN1CCCCC1)C1(S(=O)(=O)c2ccc(Cl)cc2)CC1
38: CC(NC(=O)c1ccccc1)C(c1cccs1)N1CCOCC1 (stereo not drawn)
39: O=C(c1ccc2nc(N3CCOCC3)sc2c1)N1CCN(C(=O)c2ccco2)CC1
40: O=C1CC(c2ccc3c(c2)OCO3)Sc2nc3ccccc3n21 (stereo not drawn)

Compound	31	32	33	34	35	36	37	38	39	40
PTPN22 inh 2	-0.2	-5.6	3.7	-0.7	-3.2	1.4	-14.9	0.1	-2.5	-19.9
CYP2C9 activ	0.4	1.4	0.3	0.9	1.1	1.4	0.9	0.6	1	0.4
Plk1 PBD FP	-18.8	3.3	-21.4	7.4	13.6	5.3	-1.1	-14.7	4.1	16.6
EphB4 ephrin blk	-4.1	10.9	2.5	-9.2	-9.5	1.7	-3.1	3.8	-5.2	0.3
HIV Rev-RRE inh	-1.7	9.5	3.9	1.7	-4.8	10.0	4.4	10.1	-2.8	3.1
PLK1 inh	-4.2	-10.5	-7.4	3.2	-12.1	-2.7	-8.6	-8.4	-11.7	-11.6
CYP2C9 inh	62.5*	-40.2	67.4*	6.7	-15.0	-35.8	7.9	44.8	4.1	64.3*
PTPN22 act	-2.5	9.3	-7.4	-1.4	1.1	-2.5	12.1	-3.1	-0.9	15.8
Candida biofilm	5.4	5.6	-1.9	8.0	/	-6.9	/	2.9	11.4	7.5

# A draw from above in order of formula weight, ascending.
36: COc1ccccc1CCNC(=O)c1cnccn1
40: O=C1CC(c2ccc3c(c2)OCO3)Sc2nc3ccccc3n21 (stereo not drawn)
38: CC(NC(=O)c1ccccc1)C(c1cccs1)N1CCOCC1 (stereo not drawn)
32: CCOC(=O)C1CCN(C(=O)COc2ccc(Cl)cc2Cl)CC1
37: O=C(NCCCN1CCCCC1)C1(S(=O)(=O)c2ccc(Cl)cc2)CC1
35: O=C(NC1CCCCC1)NC1CCN(S(=O)(=O)c2ccc3c(c2)OCCO3)CC1
39: O=C(c1ccc2nc(N3CCOCC3)sc2c1)N1CCN(C(=O)c2ccco2)CC1

Compound	36	40	38	32	37	35	39
PTPN22 inh 2	1.4	-19.9	0.1	-5.6	-14.9	-3.2	-2.5
CYP2C9 activ	1.4	0.4	0.6	1.4	0.9	1.1	1
Plk1 PBD FP	5.3	16.6	-14.7	3.3	-1.1	13.6	4.1
EphB4 ephrin blk	1.7	0.3	3.8	10.9	-3.1	-9.5	-5.2
HIV Rev-RRE inh	10.0	3.1	10.1	9.5	4.4	-4.8	-2.8
PLK1 inh	-2.7	-11.6	-8.4	-10.5	-8.6	-12.1	-11.7
CYP2C9 inh	-35.8	64.3*	44.8	-40.2	7.9	-15.0	4.1
PTPN22 act	-2.5	15.8	-3.1	9.3	12.1	1.1	-0.9
Candida biofilm	-6.9	7.5	2.9	5.6	/	/	11.4

# Next structures.
41: COc1ccc(/C(O)=C2\C(=O)C(=O)N(c3cc(C)on3)C2c2ccccc2OC)cc1 (stereo not drawn)
42: O=C(Nc1ccc2ccccc2c1)N1CCN(c2ncccc2C(F)(F)F)CC1
43: COc1ccccc1CNS(=O)(=O)c1ccc(NC(C)=O)cc1
44: CC(C)C(c1nnnn1CCc1ccccc1)N1CCOCC1 (stereo not drawn)
45: Cc1ccc(C(=O)O/N=C2\CCSc3ccc(C)cc32)cc1
46: COC(=O)c1cc(OC)c(OC)cc1NC(=O)c1cc(C)on1
47: Cc1ccc(N(CC(=O)Nc2ccccc2C(=O)NCc2ccco2)S(=O)(=O)c2ccccc2)cc1C
48: O=C1OCCC1Sc1nnc(-c2ccco2)o1 (stereo not drawn)
49: CC(=O)c1cc(F)c(N2CCN(C(=O)COc3ccc(F)cc3)CC2)cc1C
50: N#C/C(=C\c1cccs1)C(=O)NCC1CCCO1 (stereo not drawn)
51: COc1ccc(CCN2C(=O)CC(N3CCN(S(=O)(=O)c4ccccc4)CC3)C2=O)cc1 (stereo not drawn)

Compound	41	42	43	44	45	46	47	48	49	50	51
PTPN22 inh 2	-12.5	-2.6	-4.4	-8.2	1.6	-10.5	-2.0	-3.2	-13.6	4.6	15.2
CYP2C9 activ	1	1.6	2.1*	0.8	0.6	/	0	/	/	0.8	0.5
Plk1 PBD FP	4.1	-8.3	-9.9	13.1	10.0	-23.9	-5.1	1.3	30.6	-21.3	0.9
EphB4 ephrin blk	2.0	1.7	1.0	-7.5	-5.6	-0.5	5.5	3.5	-8.3	1.3	4.5
HIV Rev-RRE inh	1.5	-4.7	4.4	2.1	13.2	7.2	5.1	10.8	8.4	8.4	6.4
PLK1 inh	-21.7	-10.7	2.8	1.5	-7.8	-7.7	-4.2	-1.7	-5.8	-4.0	-8.2
CYP2C9 inh	2.0	-64.6	-114.0	15.5	41.9	/	98.3*	/	/	23.7	47.3
PTPN22 act	11.9	3.9	1.4	6.3	-3.9	7.5	0.3	-1.3	13.0	-0.6	-12.3
Candida biofilm	/	5.5	3.9	5.2	/	4.5	/	-6.5	4.0	/	1.3
